GC-A act = GC-A (human) enzyme activation | activation, % at 10 µM | HEK293 GC-A cells, cGMP TR-FRET, EC30 ANP; 0% at EC30 ANP, 100% saturating ANP | hit rate 0.14% among 370,000 | P16066; in the data active = activation above about 40%
PG9 binder = binds the HIV-1 gp120 antibody PG9; TR-FRET gp120-PG9 antibody binding; inhibition, % at 6.7 µM; hit rate 0.43% among 360,000; AID 624416; in the data active = inhibition above about 8.5%
DAX1 inh-1 = DAX1 (NR0B1) inhibition, primary screen | AID 652010 | HEK293T StAR-luciferase reporter, SF-1/DAX-1 repression relief | hit rate 1.1% among 370,000 | inhibition, % at 6.8 µM;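 active = inhibition above the mean over all tested compounds plus 3 SD, cut at about 3.6% in these data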;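 also: 0% = DAX-1 cells with DMSO and 100% = cells lacking DAX-1 with DMSO; higher inhibition means more luminescence from relief of DAX-1 repression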
SMARCA2 act = SMARCA2 function activation, primary screen. activation, % at 9.1 µM. MG213 cells, MMTV-luciferase reporter, dexamethasone, overnight. hit rate 1% among 370,000; in the data active = activation above about 7.8%;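 also: 0% = vehicle wells and 100% = reference activator wells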
GAA850 FXN act = frataxin GAA850 promoter activation; hit rate 0.56% among 360,000; activation, % at 6 µM; HEK293 lucGAA850 FXN promoter luciferase reporter, 24 h; percent of 10 µM SAHA response;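 active = activation above the average of all compounds screened plus 3 SD, cutoff fixed separately per campaign, cut at about 7.5% in these data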;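 also: 0% = DMSO wells and 100% = 10 µM SAHA wells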
ADAM10 inh = inhibits human ADAM10; O14672; AID 720582; recombinant ADAM10, EDANS/DABCYL FRET peptide cleavage, 3 h; hit rate 0.62% among 370,000; inhibition, % at 7 µM;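 active = inhibition above a per-campaign cutoff equal to the mean of compounds falling between control-based bounds plus 3 SD, cut at about 20% in these data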;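 also: 0% = DMSO wells while the 100% control is not disclosed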
DAX1 inh-2 = NR0B1 (DAX1) inhibition | inhibition, % at 6.75 µM | hit rate 0.99% among 340,000 | AID 504766 | HEK293 Gal4-DAX1 luciferase reporter, luminescence;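 active = inhibition above the mean over all tested compounds plus 3 SD, cut at about 4.2% in these data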;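 also: 0% = DAX1-transfected cells with DMSO and 100% = empty-vector control cells with DMSO; inhibition shows as a rise in luminescence from relieved DAX1 repression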
Target sequence (P51843 207-470 limits assumed): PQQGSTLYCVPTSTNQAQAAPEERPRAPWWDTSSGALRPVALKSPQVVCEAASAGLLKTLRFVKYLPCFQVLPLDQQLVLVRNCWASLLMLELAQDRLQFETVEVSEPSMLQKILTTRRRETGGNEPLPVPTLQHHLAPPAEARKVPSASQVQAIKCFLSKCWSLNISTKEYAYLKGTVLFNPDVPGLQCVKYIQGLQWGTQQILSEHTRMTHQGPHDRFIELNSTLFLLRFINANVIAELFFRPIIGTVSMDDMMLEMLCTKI
hgDAF-12 ag = activates the H. glycines DAF-12 receptor ligand-binding domain. hit rate 1.8% among 370,000. HEK293 GAL4-hgDAF12 UAS-luciferase reporter, agonist luminescence; normalized to butyrate control. AID 687014. activation, % at 6.8 µM;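 active = activation above a cutoff set at the mean of all screened compounds plus 3 SD, cut at about 10% in these data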;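 also: 0% = DMSO wells and 100% = sodium butyrate wells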
ssDAF-12 act = S. stercoralis DAF-12 activation, primary screen; HEK293 ssDAF-12/GRIP1 lit1-tk-luc reporter, luminescence; % of 3 µM dafachronic acid response; activation, % at 6.8 µM; hit rate 1% among 370,000;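 active = activation above the mean over all tested compounds plus 3 SD, cut at about 0.9% in these data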;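 also: 0% = DMSO-only wells and 100% = 3 µM delta7-dafachronic acid wells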
ADAM17 inh = ADAM17 inhibition, QFRET primary screen | P78536 | recombinant ADAM17, EDANS/DABCYL FRET peptide cleavage | inhibition, % at 6.95 µM | hit rate 0.83% among 370,000 | AID 720648;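 active = inhibition above the mean of compounds lying between control limits plus 3 SD, set per campaign, cut at about 8.5% in these data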;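 also: 0% = DMSO-only wells as the low control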
Target sequence (P78536 215-824 limits assumed): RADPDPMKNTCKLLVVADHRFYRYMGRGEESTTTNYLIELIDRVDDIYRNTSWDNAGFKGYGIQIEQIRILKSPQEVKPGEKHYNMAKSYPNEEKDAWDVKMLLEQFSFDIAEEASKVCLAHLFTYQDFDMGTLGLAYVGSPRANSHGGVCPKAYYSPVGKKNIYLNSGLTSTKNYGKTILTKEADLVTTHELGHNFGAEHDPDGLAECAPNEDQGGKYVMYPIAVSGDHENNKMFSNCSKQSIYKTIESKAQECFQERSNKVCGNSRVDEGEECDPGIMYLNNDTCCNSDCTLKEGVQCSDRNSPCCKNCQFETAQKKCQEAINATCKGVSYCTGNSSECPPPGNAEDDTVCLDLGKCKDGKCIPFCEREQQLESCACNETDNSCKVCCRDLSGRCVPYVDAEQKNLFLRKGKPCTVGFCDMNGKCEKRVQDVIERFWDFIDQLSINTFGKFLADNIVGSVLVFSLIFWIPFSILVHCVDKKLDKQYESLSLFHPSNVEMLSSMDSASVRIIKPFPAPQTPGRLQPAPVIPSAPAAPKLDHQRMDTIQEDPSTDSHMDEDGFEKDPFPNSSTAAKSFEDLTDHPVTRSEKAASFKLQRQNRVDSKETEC
hcDAF-12 act = H. contortus DAF-12 activation, primary screen; HEK293 hcDAF-12 lit1-tk-luc reporter, luminescence; 0% DMSO, 100% Δ7-dafachronic acid; AID 652067; activation, % at 6.8 µM; hit rate 1.4% among 370,000;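 active = activation above the mean of all tested compounds plus 3 SD, cut at about 5.5% in these data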;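 also: 100% = response to 3 µM Δ7-dafachronic acid high control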
Numbers without * were called inactive; x = no result given. Rows were taken by chance; 6.8% or so of the library scored in one or more.

SMILES	GC-A act	PG9 binder	DAX1 inh-1	SMARCA2 act	GAA850 FXN act	ADAM10 inh	DAX1 inh-2	hgDAF-12 ag	ssDAF-12 act	ADAM17 inh	hcDAF-12 act
CCOC(=O)/C(=C\c1cn(C)c2ccccc12)[N+](=O)[O-]	21	-2.0	0.2	-1	2.2	3	-0.2	-0.1	0.1	3	4.2
COc1ccc(-c2cn(Cc3ccc([N+](=O)[O-])cc3)nn2)cc1	0	-0.1	-0.1	2	0.1	5	-0.6	0.2	-1.7	-2	-2.4
O=S(=O)(Nc1cc(Cl)ccc1-n1cncn1)c1cc(Br)ccc1Br	-1	-1.2	-4.2	-5	-2.8	-9	-0.1	-1.5	-1.1	-2	0.9
O=C(CN(Cc1cccs1)C(=O)CNS(=O)(=O)c1ccc(F)cc1)NCC1CCCO1 (configuration not stated)	0	0.3	0.4	-5	-0.7	-4	0.2	-1.0	-1.6	-4	-1.9
CCOc1cc(NC(=O)C2CC2)c(OCC)cc1NC(=O)c1ccccn1	5	-4.0	0.6	1	-0.3	5	-0.8	-3.0	-1.3	-1	0.8
NS(=O)(=O)c1cccc(NC(=O)COC(=O)CSCc2ccccc2)c1	-2	-2.2	1.3	4	1.1	4	0.0	1.7	-1.4	2	0.1
Cc1ccccc1S(=O)(=O)Nc1nc2ccccc2nc1Cl	9	5.0	1.0	-3	-0.7	-28	0.0	1.4	-0.6	-5	-0.3
COc1ccc(NC(=O)C(Sc2nnc3ccccn23)c2ccccc2)cc1Cl (configuration not stated)	0	-0.2	-0.2	-3	1.7	-4	-0.1	-1.8	-1.0	4	0.8
S=C(NCc1cccs1)Nc1cc(Cl)cc(Cl)c1	2	2.5	-0.2	-4	0.1	9	-2.9	-2.0	-1.6	3	-2.4
O=C(c1ccc(OC2CCN(CCc3ccccc3)CC2)cc1)N1CCC[C@H]1CO	2	-1.2	2.8	-1	-0.4	-1	-0.2	-0.8	-1.0	-1	-2.1
Cc1c(C(=O)NC(C)CN2CCCCC2)oc2ccccc12 (configuration not stated)	-1	0.6	-0.6	-1	4.8	1	0.0	0.4	-0.9	1	0.2
COC(=O)c1c(C)[nH]c(C)c1-c1ccccc1	0	0.4	-0.2	0	-0.8	-5	-0.9	-1.6	-1.0	-2	-0.8

The last 4 records of the part above are carried over, then new ones follow:
SMILES	GC-A act	PG9 binder	DAX1 inh-1	SMARCA2 act	GAA850 FXN act	ADAM10 inh	DAX1 inh-2	hgDAF-12 ag	ssDAF-12 act	ADAM17 inh	hcDAF-12 act
S=C(NCc1cccs1)Nc1cc(Cl)cc(Cl)c1	2	2.5	-0.2	-4	0.1	9	-2.9	-2.0	-1.6	3	-2.4
O=C(c1ccc(OC2CCN(CCc3ccccc3)CC2)cc1)N1CCC[C@H]1CO	2	-1.2	2.8	-1	-0.4	-1	-0.2	-0.8	-1.0	-1	-2.1
Cc1c(C(=O)NC(C)CN2CCCCC2)oc2ccccc12 (configuration not stated)	-1	0.6	-0.6	-1	4.8	1	0.0	0.4	-0.9	1	0.2
COC(=O)c1c(C)[nH]c(C)c1-c1ccccc1	0	0.4	-0.2	0	-0.8	-5	-0.9	-1.6	-1.0	-2	-0.8
CC1(c2nnnn2Cc2ccccc2)CCC(=O)N1Cc1cccc(C(F)(F)F)c1 (configuration not stated)	-1	-0.5	-1.6	-3	x	-16	x	-3.7	-1.1	-4	-1.2
Cc1nn(Cc2ccc([N+](=O)[O-])cc2)c(=O)n1-c1cccc(F)c1	1	0.1	0.2	0	-0.1	11	-0.2	1.8	-1.4	1	1.1
COc1ccc(CC(=O)NCc2ccccc2)cc1OC	-4	0.6	-0.2	0	0.0	-3	1.1	0.6	0.9	-2	-0.7
O=c1[nH]nc(-c2n[nH]c(=O)o2)o1	3	0.2	-0.3	2	-0.4	-1	-1.6	-0.6	-0.4	1	3.0
O=C1NC[C@H](CCCCN2C[C@H](Cc3ccc(O)cc3)N(CCc3ccccc3)C(=O)C2=O)N(CCc2ccc(O)cc2)C1=O	2	-0.1	-1.2	-2	x	-17	x	-2.0	-1.1	1	0.5
CC(=O)Nc1ccc(OCC(O)CN2CCCCC2C)cc1 (configuration not stated)	-1	1.1	0.0	-3	1.2	0	-1.0	-1.5	-0.5	-2	0.1
COc1ccc(-c2nnc(SCC(=O)N/N=C/c3ccccc3C(=O)O)n2-c2ccccc2)cc1	-5	0.5	-0.1	-5	0.5	12	2.1	0.9	-1.3	5	-0.6
COc1ccc(Cl)cc1NC(=O)Nc1ccccc1C(N)=O	0	-2.8	-0.8	-5	1.0	-41	-1.1	-2.2	-1.5	-15	1.0
C=CCN(C)CC#Cc1ccc(C)cc1	3	x	0.5	-1	x	-2	x	-1.6	-1.1	-3	-1.0
Cc1cccc(C)c1OCCCN1CCCC1	0	-1.1	0.3	-2	-3.2	3	0.1	-1.2	-1.4	0	-0.8
COc1ccc(O)c(/C=C(\C#N)C(=O)Nc2cccnc2)c1	2	24*	-0.1	0	2.3	-229	1.9	3.1	-1.0	-50	-1.0
Oc1c(Br)cc(Cl)cc1C=Nc1ccccc1Br	4	-1.1	-0.5	-1	1.4	-3	0.7	-1.6	-0.6	0	0.2
Cc1cccc(CN2C[C@]34CC[C@@H](C[C@@H]3S2(=O)=O)O4)c1	0	-0.1	0.1	1	0.5	-10	1.4	3.6	-1.1	-6	-1.4
COC(=O)C1Sc2[nH]c(=O)sc2C(c2ccc(Cl)cc2)C1C(=O)OC (configuration not stated)	13	-0.2	1.2	0	-0.3	-4	0.2	0.7	-1.2	0	-1.9
COc1cc(C2C(C#N)=C(N)OC3=C2C(=O)CC(C)(C)C3)ccc1OC(=O)N1CCOCC1 (configuration not stated)	2	-0.4	-0.7	-1	0.0	2	2.1	-1.4	-1.7	0	-1.0
CCOC(=O)N1CCN(C(=O)CN(c2ccccc2OC)S(=O)(=O)c2ccc(C)cc2)CC1	4	-1.0	0.0	-1	0.9	4	-1.2	-3.7	-1.8	2	-1.2
O=C(CS(=O)(=O)Cc1ccccc1)c1ccccc1	0	-0.1	-0.4	3	0.5	-3	-0.5	-2.4	-0.7	0	-0.8
Cc1ccc(NCc2nnc(SC(C)C(=O)N/N=C/c3ccc(C)o3)n2-c2ccccc2)cc1 (configuration not stated)	3	0.1	0.8	-2	0.4	1	1.4	-1.1	-0.9	2	0.3
O=C(CNC(=O)c1ccc(F)cc1)NCc1ccc(Cl)cc1	1	-0.9	-0.7	-1	1.1	2	-0.1	-1.1	-1.4	2	-3.4
O=c1c2c(nc3n1CCCCC3)sc1c(O)c(Br)ccc12	3	-2.1	4.4*	3	-1.9	3	1.8	5.9	-0.1	-6	4.0
O=C(NCCc1c[nH]c2ccccc12)C(F)(F)F	2	-0.8	0.0	0	2.5	-5	0.0	1.8	0.5	-1	4.3
CCN1CNC(=S)N(c2ccccc2C)C1	0	-0.5	-0.2	-2	-1.4	7	0.8	-1.6	-1.5	-5	-0.9
CCCC(c1nnnn1CC1CCCO1)N1CCN(c2nc3ccccc3s2)CC1 (configuration not stated)	1	-1.1	-0.3	-1	1.5	0	1.3	1.2	-1.1	5	-1.8
Nn1c(SCc2ccc(F)cc2)nnc1-c1ccncc1	-3	-1.8	-0.5	-3	-1.4	-2	x	0.3	0.1	-3	0.2

Some of these compounds in order of the ssDAF-12 act value, rising.
mol | GC-A act | PG9 binder | DAX1 inh-1 | SMARCA2 act | ADAM10 inh | DAX1 inh-2 | ssDAF-12 act | ADAM17 inh | hcDAF-12 act
CCN1CNC(=S)N(c2ccccc2C)C1 | 0 | -0.5 | -0.2 | -2 | 7 | 0.8 | -1.5 | -5 | -0.9
CCCC(c1nnnn1CC1CCCO1)N1CCN(c2nc3ccccc3s2)CC1 (configuration not stated) | 1 | -1.1 | -0.3 | -1 | 0 | 1.3 | -1.1 | 5 | -1.8
Cc1ccc(NCc2nnc(SC(C)C(=O)N/N=C/c3ccc(C)o3)n2-c2ccccc2)cc1 (configuration not stated) | 3 | 0.1 | 0.8 | -2 | 1 | 1.4 | -0.9 | 2 | 0.3

More compounds.
SMILES	GC-A act	PG9 binder	DAX1 inh-1	SMARCA2 act	GAA850 FXN act	ADAM10 inh	DAX1 inh-2	hgDAF-12 ag	ssDAF-12 act	ADAM17 inh	hcDAF-12 act
O=C1N[C@@H](Cc2c[nH]c3ccccc23)COC(=O)[C@@H](Cc2ccc(F)cc2)C/C=C\C[C@H]1CC(=O)N(CCO)Cc1ccccc1	1	-1.6	-0.7	-1	-3.1	24*	-1.7	-3.6	-2.1	9.7*	-3.6
O=C(O)CN1C(=O)/C(=C\C(Br)=C\c2ccccc2)SC1=S	4	0.2	0.0	2	3.2	-13	0.9	2.6	-1.4	-7	-0.3
O=C(NCc1cccs1)C12CC3CC(CC(C3)C1)C2	3	0.7	0.5	0	1.6	1	1.8	2.7	-0.5	-2	-2.2
CCOc1ccc(Nc2nc(N3CCCCC3)nc(N3CCCCC3)n2)cc1	0	-0.4	0.1	0	0.6	2	0.4	1.4	-1.9	2	-1.2
COc1cc(C(C)=O)ccc1OC(=O)C(C)N1C(=O)c2ccccc2C1=O (configuration not stated)	-3	-1.8	0.4	4	2.1	8	2.0	0.4	-1.1	1	-0.7
COc1nc(Nc2nc3ccccc3c(=O)[nH]2)nc2ccc(C)cc12	5	0.9	-0.2	0	1.1	10	-0.9	2.3	-0.7	0	0.5
O=C(c1cnn2c(C(F)F)cc(C3CC3)nc12)N1CCOCC1	5	-2.1	0.3	-1	0.1	-13	0.4	-2.1	-1.3	-3	-0.9
CC(C)c1ccc(S(=O)(=O)N2CCC(C(=O)NCC3(N(C)C)CCCCC3)CC2)cc1	2	0.2	0.5	-3	0.5	-1	0.8	1.9	-1.5	-1	-2.3
CSCCC(NC(=O)c1ccccc1Cl)C(=O)OCC(=O)N1CCCC1=O (configuration not stated)	2	0.2	-1.0	-2	1.0	-6	0.1	-2.3	-1.2	2	-0.4
CSc1ccccc1NC(=O)c1c(C)noc1C	-1	1.5	-0.2	0	1.1	-5	-0.1	-0.2	-0.9	1	-1.9
O=C(COc1ccc(S(=O)(=O)NCc2ccccc2)cc1)NCc1cccnc1	4	-0.9	-0.4	0	-1.6	3	-0.6	0.1	0.0	1	-0.4
CC1CCN(CCC(=O)Nc2ccc3c(c2)CCC3)CC1	0	-0.3	-0.2	0	1.5	4	0.4	-1.2	-1.2	-2	0.2
O=c1[nH]c(=O)c2nnc(N/N=C/c3ccccc3F)nc2[nH]1	1	-0.4	0.2	2	-0.1	-1	2.5	-0.9	-1.6	1	-0.3
O=C(CCCN1C(=O)c2cccnc2C1=O)Nc1ccc(Br)cc1	-4	0.1	-0.7	-4	2.8	-5	0.5	-2.0	-1.2	-5	-0.3
O=C(c1ccc(Cl)c(S(=O)(=O)N2CCCCCC2)c1)N1CCN(c2ccccc2O)CC1	1	-1.0	-1.4	-2	-1.4	17	-1.8	0.7	-2.3	-1	-1.5
COc1ccc([C@@H]2C[C@H]3[C@@H](CN2S(=O)(=O)c2ccccc2)C(=O)C[C@@H](c2ccccc2F)N3S(=O)(=O)c2ccc(C)cc2)cc1	0	-1.3	-1.6	-3	-4.3	1	1.3	-1.6	-0.9	2	-2.2
CC(=O)Nc1cccc(-c2ccnc3c2CC(C(=O)Nc2cccc(NS(C)(=O)=O)c2)O3)c1 (configuration not stated)	-4	-1.0	-0.4	-2	0.4	-9	x	0.8	-1.2	-2	0.9

High-throughput results as filed in PubChem.
